Assay outcomes (PubChem)
ERp5 block = inhibitors of human ERp5; ERp5 insulin aggregation, absorbance 650 nm, 90 min; inhibition, % at 9.99 µM; 350,000 tested, 0.05% active; AID 651711;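 active means mean replicate inhibition above about 25%, with every replicate also reaching it, limit read from the data, passing the limit was not always enough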
E-sel inducer = induces E-selectin expression in human endothelial cells | P16581 | HUVEC E-selectin immunofluorescence imaging; normalized: neutral wells 0, TNF-alpha wells 100 | activation, % at 7.58 µM | 260,000 tested, 0.37% active;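 active means mean E-selectin-positive cell signal at least 10% of the positive control, reached in at least 60% of replicates, without over 20% cell loss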;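 further: in these data hits start at about 27%; measured in HUVEC primary endothelial cells; signal is the percent of cells scored E-selectin positive by PE staining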
Target sequence (P16581 whole entry, looked up): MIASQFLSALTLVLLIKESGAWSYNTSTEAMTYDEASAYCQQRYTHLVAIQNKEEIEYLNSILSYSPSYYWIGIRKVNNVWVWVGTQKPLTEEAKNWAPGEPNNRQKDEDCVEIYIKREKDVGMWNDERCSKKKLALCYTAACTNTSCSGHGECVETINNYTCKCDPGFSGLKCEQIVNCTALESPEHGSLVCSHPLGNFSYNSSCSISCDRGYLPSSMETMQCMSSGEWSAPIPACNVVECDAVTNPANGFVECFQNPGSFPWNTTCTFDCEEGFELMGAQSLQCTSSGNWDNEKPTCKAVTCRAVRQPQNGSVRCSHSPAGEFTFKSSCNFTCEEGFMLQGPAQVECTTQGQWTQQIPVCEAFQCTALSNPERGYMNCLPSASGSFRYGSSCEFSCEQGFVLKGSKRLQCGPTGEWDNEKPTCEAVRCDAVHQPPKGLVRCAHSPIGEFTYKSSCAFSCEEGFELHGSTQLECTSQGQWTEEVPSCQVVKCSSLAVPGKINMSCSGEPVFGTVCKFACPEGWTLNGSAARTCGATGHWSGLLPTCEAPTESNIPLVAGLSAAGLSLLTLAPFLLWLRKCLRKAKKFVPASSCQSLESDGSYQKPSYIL
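Material: HUVEC primary endothelial cells; Amount: 3,000 cells per well; Dosing: single concentration; Medium: EGM-2 growth medium on 0.1% gelatin-coated wells; Read-out basis: percent E-selectin-positive cells; Signal: immunofluorescence imaging; Control set: TNF-alpha, DMSO.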
S100A4 MyoIIA = blocks human S100A4 binding to myosin IIA peptide; P26447; S100A4/TAMRA-MyoIIA peptide fluorescence polarization; inhibition, % at 10.7 µM; 360,000 tested, 0.14% active; AID 652163;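 active means mean inhibition of at least 70% across replicates, with every replicate also reaching that level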
Target sequence (P26447 whole entry, looked up): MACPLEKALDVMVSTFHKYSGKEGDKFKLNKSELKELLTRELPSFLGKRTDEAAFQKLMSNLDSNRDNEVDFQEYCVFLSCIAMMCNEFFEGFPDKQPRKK
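Test system: S100A4 monomer protein; Medium: HEPES pH 7.2 with CaCl2, KCl, NaCl, DTT, Triton; Probe or stimulus: TAMRA-labelled myosin IIA heavy-chain peptide probe, 5 nM; Doses: one dose per compound; Times: polarization read 5 min after assay mix addition, stable 5–60 min; Benchmarks: neutral control DMSO, positive control TFP.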
ERAP1 inh = blocks human ERAP1 aminopeptidase activity. recombinant ERAP1, Leu-AMC fluorescence, 60 min. 340,000 tested, 0.15% active. AID 652197. inhibition, % at 10.7 µM. Q9NZ08;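 active means mean replicate inhibition of at least 30%, or all replicates individually reaching that 30% level; inactive means mean below 30% and not every replicate reaching it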;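 further: 0% = neutral control wells and 100% = L-leucinethiol positive control wells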
RAD52 anneal inh = blocks human RAD52 DNA annealing. 360,000 tested, 0.46% active. AID 651710. inhibition, % at 18.7 µM. recombinant RAD52 DNA annealing, FRET fluorescence. P43351;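 active means every replicate showing at least 50% inhibition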
esBAF inh = SWI/SNF esBAF complex inhibition. reporter increase, % at 12.5 µM. 350,000 tested, 2% active. mouse ES cells, Bmi1-luciferase knock-in reporter, 24 h; 100% = twice the neutral-well signal; in the data active means activation above about 40%;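 further: 0% = median of the plate's neutral control wells and 100% = double that signal; a rise in the Bmi1 reporter signal indicates esBAF inhibition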
RAD54 inh = RAD54 (human) branch migration inhibition; Q92698; RAD54 Holliday junction branch migration, FAM/BHQ fluorescence; inhibition, % at 10.4 µM; 360,000 tested, 0.14% active; AID 602329;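 active means mean normalized replicate activity at least 40 and at least half of replicates scoring 40 or more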;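 further: 0% = median of neutral control wells and 100% = median of positive control wells; inhibitors cause a drop in the FAM fluorescence signal; in these data hits start at about 50%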
XiGFP reactiv = X-chromosome reactivation activator | XiGFP mouse fibroblasts, % GFP-positive cells imaging, 3 d; cells co-treated with 5-aza-dC sensitizer; scaled so ellipticine positive control = 100% | activation, % at 7.58 µM | 360,000 tested, 0.055% active | AID 743238;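 active means mean normalized replicate activation at least 10% and every replicate at or above 10%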;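 further: 0% = median of on-plate neutral control wells and 100% = ellipticine 6 µM median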
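Material: XiGFP fibroblasts, SV40-immortalized. Buffer or medium: DMEM plus 5-aza-dC sensitizer. Compound: single concentration per compound, delivered by pin transfer. Times: 3 days compound exposure. Controls: ellipticine 6 µM.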
Numbers without * were called inactive; · = not tested or not shown; & = joins results of further samples.

SMILES	ERp5 block	E-sel inducer	S100A4 MyoIIA	ERAP1 inh	RAD52 anneal inh	esBAF inh	RAD54 inh	XiGFP reactiv
C[C@@H]1CCCCO[C@H](CN(C)Cc2ccc(C(=O)O)cc2)[C@H](C)CN([C@H](C)CO)C(=O)c2cc(NC(=O)C3CCCCC3)ccc2O1	0	0.3	3	-4	-4	-3	3	0.5
C=CCN([C@@H](CC(C)C)C(=O)OC)S(=O)(=O)N(CC=C)[C@@H](CC(C)C)C(=O)OC	0	-0.2	-14	·	-3	-8	-12	-0.1
O=C(C[C@@H]1C=C[C@@H](NC(=O)CCN2CCCCC2)[C@H](CO)O1)Nc1ccc(-c2ccccc2)cc1	-1	-0.2	1	1	5	-1	9	-0.2
COCCNC(=O)C[C@@H]1CC[C@H]2[C@@H](COC[C@H](O)CN2Cc2ccc(Cl)c(Cl)c2)O1	-2	0.0	-7	-1	4	4	9	0.3
COc1ccccc1CNC(=O)CCN1C(=O)c2ccccc2C1=O	2	0.0	-6	1	-14	-1	-2	0.0
CCN(C(=O)COC(=O)c1n[nH]c2ccccc12)c1ccccc1	3	·	-5	-5	-24	10	0	0.2
Cc1ccc(C(=O)COC(=O)c2cn3ccccc3n2)cc1	1	·	-1	0	2	26	6	-0.1
O=C(NCC1CCOCC1)c1cc(COc2ccc(F)cc2F)on1	6	0.2	-3	4	-12	0	-2	0.2
CO[C@@H]1CN(C)C(=O)c2cc(NS(=O)(=O)c3ccc(Oc4ccccc4)cc3)ccc2OC[C@@H](C)NC[C@@H]1C	1	-0.4	9	-5	32	-8	-21	1.3
N#C[C@@H]1[C@@H](c2ccc(C3=CCCC3)cc2)[C@H](CO)N1c1nc(-c2ccccc2)cs1	4	-0.6	14	-4	-32	-9	6	0.3
O=C(COC(=O)c1ccc(F)cc1)NCC1COc2ccccc2O1 (centres undefined)	2	·	-14	-3	-9	4	3	0.1
Cc1cc(C(C)(C)C)cc(C)c1S(=O)(=O)N1CC(=O)Nc2ccccc21	0	0.7	-6	-3	-10	·	11	-0.2
CN1c2ccc(-c3ccccc3F)cc2[C@H]2[C@H](CCN2C(=O)Cc2ccccn2)[C@@H]1CO	1	0.6	-11	-5	-51	9	-4	0.3
CC(C)c1csc(CN2CCN(Cc3ccccc3)C(CCO)C2)n1 (centres undefined)	-2	·	-2	-4	-2	-2	1	0.0
COc1ccc(OC(C)C(=O)Nc2ccccc2F)cc1 (centres undefined)	2	·	-1	-2	-13	-4	-29	0.0
CCCNC(=O)C[C@@H]1CC[C@@H]2[C@H](COC[C@@H](O)CN2C(=O)Nc2c(C)noc2C)O1	-1	0.1	4	-2	3	4	-3	0.4
C[C@H]1CN([C@@H](C)CO)C(=O)Cc2cc(NS(=O)(=O)c3ccccc3)ccc2O[C@H]1CN(C)S(=O)(=O)c1ccc(Cl)cc1	·	-0.7	·	·	·	1	0	-1.1
CC(C)NC(=O)N1CCCCN2[C@H](CO)[C@H](c3ccc(C#C[C@H](C)O)cc3)[C@@H]2C1	-2	-0.2	2	2	2	·	-7	0.0
O=C(C[C@@H]1C=C[C@H](NC(=O)CCN2CCCCC2)[C@H](CO)O1)NCc1ccc(Cl)c(Cl)c1	7	-0.3	-2	1	-4	4	4	-0.1
O=c1c([N+](=O)[O-])c[nH]c2ccccc12	1	0.1	4	4	-13	-5	-4	0.2
CCC(=O)N(C)C[C@@H]1Oc2cc(-c3cncnc3)ccc2S(=O)(=O)N([C@H](C)CO)C[C@H]1C	4	-0.1	18	6	2	1	5	-0.6
CO[C@H]1CN(C)C(=O)c2ccc(NC(=O)Nc3cccc(F)c3)cc2OC[C@H](C)N(C)C[C@H]1C	-3	0.1	0	1	-8	-5	3	-0.5
C[C@H](CO)N1C[C@H](C)[C@H](CN(C)Cc2ccccn2)Oc2ncc(C#Cc3ccc(F)cc3)cc2C1=O	-3	-0.4	-18	-2	3	-2	-4	0.0
COc1ccc(CN(C)C[C@@H]2Oc3ccc(NC(=O)Cc4ccccc4)cc3CC(=O)N([C@H](C)CO)C[C@@H]2C)cc1	-4	0.0	-5	5	3	1	1	0.0
COc1ccc2c(CC(=O)OCC(=O)NC(N)=O)coc2c1	1	3.5	0	·	-26	·	5	·
O=C(OCn1nnc2ccccc2c1=O)C12CC3CC(CC(O)(C3)C1)C2	0	·	-3	-2	7	-5	2	0.0
COc1cccc(NC(=O)N(C)C[C@@H]2Oc3cc(/C=C/c4ccccc4)ccc3S(=O)(=O)N([C@@H](C)CO)C[C@H]2C)c1	50	0.3	8	0	7	-3	2	0.0
COc1nccc(C(F)(F)F)c1C(=O)NC(=O)Nc1ccccc1	2	·	3	-2	9	-8	-4	0.0
COc1cccc(C#Cc2ccc3c(c2)O[C@@H](CN(C)C(=O)c2ccccn2)[C@@H](C)CN([C@H](C)CO)S3(=O)=O)c1	4&3	-1.7&-1.4	-3&1	-8&-1	-5&-1	6&6&6	-6&-2&12	0.7&-0.6
COCC(=O)N1CCC(Oc2ccc(C(=O)NCc3cc(C(C)C)no3)cc2)CC1	4	-0.6	-4	1	-21	2	8	-0.1
CCCN(CCC)CCCNc1ccc(C(=O)Nc2cccc(OC)c2)cc1[N+](=O)[O-]	2	0.6	1	-4	27	-2	11	0.0
C=CCNCCOCCOc1ccccc1-c1ccccc1	6	·	2	3	-7	·	·	0.1
OC(c1cccc(Cl)c1)c1nccc2ccccc12 (centres undefined)	-2	-0.1	-4	-3	-11	2	-16	0.2
CC(C)NC(=O)N1[C@H](CO)[C@@H](c2ccc(-c3ccc(F)cc3)cc2)[C@@H]1C#N	-1	-0.2	1	2	10	12	2	0.0
COc1ccc(N2Cc3cccc(C(=O)N4CCN(C(=O)c5ccco5)CC4)c3C2=O)cc1	13	·	0	0	-8	-2	7	0.0
CC(C)NC(=O)N1[C@H](CO)[C@@H](c2ccc(C#CC3CCCC3)cc2)[C@@H]1C#N	1	0.0	-6	6	-18	2	-18	0.0

For reference, some entries already given.
SMILES	ERp5 block	E-sel inducer	S100A4 MyoIIA	ERAP1 inh	RAD52 anneal inh	esBAF inh	RAD54 inh	XiGFP reactiv
COc1ccc2c(CC(=O)OCC(=O)NC(N)=O)coc2c1	1	3.5	0	·	-26	·	5	·
O=C(OCn1nnc2ccccc2c1=O)C12CC3CC(CC(O)(C3)C1)C2	0	·	-3	-2	7	-5	2	0.0
COc1cccc(NC(=O)N(C)C[C@@H]2Oc3cc(/C=C/c4ccccc4)ccc3S(=O)(=O)N([C@@H](C)CO)C[C@H]2C)c1	50	0.3	8	0	7	-3	2	0.0
COc1nccc(C(F)(F)F)c1C(=O)NC(=O)Nc1ccccc1	2	·	3	-2	9	-8	-4	0.0

(cont.)
SMILES	ERp5 block	E-sel inducer	S100A4 MyoIIA	ERAP1 inh	RAD52 anneal inh	esBAF inh	RAD54 inh	XiGFP reactiv
Cc1cc(C(=O)N/N=C\C(Br)=C\c2ccccc2)c(C)o1	-1	·	-3	-1	-25	·	·	0.1
Cc1[nH][nH]c(=O)c1C(c1c(C)[nH][nH]c1=O)c1cn(Cc2ccc(Cl)c(Cl)c2)c2ccccc12	8	·	-6	0	-15	·	8	0.4
CC(=O)c1ccc(NC(=O)CSc2nc(Nc3ccccc3)nc(N3CCOCC3)n2)cc1	4	-0.2	-3	-3	-8	-1	-8	-0.2
CCCN=C1NC(=O)C(CC(=O)NCCc2ccc(OC)c(OC)c2)S1 (centres undefined)	2	-1.2	-6	3	-14	·	·	0.0
COc1ccccc1C(=O)NNC(=O)C(=O)NC(C)(C)C	-2	9.7	-18	-9	-4	·	·	0.5
COc1cccc(CNn2cn[nH]c2=S)c1OCc1ccccc1	2	·	2	0	-12	·	·	0.1
O=C(O)C1CCCN1C(=O)NC1CCCCC1 (centres undefined)	2	0.0	3	-1	-8	-4	-4	0.2
C[C@@H]1CN([C@@H](C)CO)C(=O)c2c(c3ccccc3n2C)-c2ccccc2CO[C@@H]1CN(C)C(=O)[C@H](Cc1ccccc1)N(C)C	0	-0.2	12	1	41	0	1	0.3
CCN1C(=O)C(CC(=O)NCc2ccc(Cl)cc2)N(CC)C1=O (centres undefined)	2	·	0	3	-2	-8	·	·
CCC(C)(O)c1cnc(CC(C)C)c(=O)n1O (centres undefined)	0	·	1	-3	-13	-6	-7	·
COc1cccc(CNC(=O)C[C@@H]2CC[C@@H](NC(=O)C3CC3)[C@H](CO)O2)c1	0	0.1	7	3	4	2	-8	0.2
CC(=O)Nc1ccc(NC(=O)c2cccc3c2-c2ccccc2C3=O)cc1	6	-0.1	-1	-2	-2	·	-9	-0.1
O=S(=O)(Cc1ccccc1)Nc1ccc(F)cc1	2	-0.2	18	0	-10	-9	-7	0.2
CS(=O)(=O)N1CCN(c2ccccc2[N+](=O)[O-])CC1	0	·	-5	-1	-8	-7	·	0.0
COc1ccc(C#Cc2ccc([C@H]3[C@H]4CN(C(=O)Nc5ccc(F)cc5)CCCCN4[C@H]3CO)cc2)cc1	0	0.2	11	1	-32	·	-10	0.0
CCCCC(=O)/C=C/n1c(=S)oc2ccccc21	-4	-0.2	-2	-1	-11	65*	-16	2.3
COc1cc(NC(=O)N[C@@H](Cc2c[nH]c3ccccc23)C(=O)O)c(C(=O)O)cc1OC	4	0.1	-1	3	-9	1	1	0.0
COc1ccc(CN(C)C[C@@H]2Oc3ccc(NC(=O)Cn4cnnn4)cc3CC(=O)N([C@@H](C)CO)C[C@@H]2C)cc1	0	2.5	10	1	-2	-6	18	3.4
COC(=O)c1ccccc1NC1=C/C(=N\S(=O)(=O)c2cccs2)c2ccccc2C1=O	-3	0.2	-6	3	-16	3	-2&8	-0.1
COC(=O)c1ccccc1OCCCN(C)C	4	-0.1	-9	13	7	·	·	0.0
Cc1c(NC(=O)C(C)OC(=O)c2ncc(Cl)c(Cl)c2Cl)c(=O)n(-c2ccccc2)n1C (centres undefined)	5	·	6	2	0	·	·	0.0
O=C(CSc1nncn1-c1cccnc1)Nc1cccc(C(F)(F)F)c1	-2	0.0	-5	3	-14	3	-4	0.2
Cc1cc2ccccn2c1C(=O)c1ccc(S(=O)(=O)N(C)C)cc1	4	·	-3	-2	-1	·	·	0.0
COc1ccccc1S(=O)(=O)CC(O)COc1ccccc1Cl (centres undefined)	-4	-0.1	3	-2	-43	-3	-2	0.3
COc1ccc(C(=O)NCc2cn3ccsc3n2)cc1OC	3	·	1	4	-2	3	-3	0.8
Cn1cnnc1SCC(=O)c1cc2ccccc2o1	-1	·	6	2	-14	8	·	0.0
O=C(N/N=C/c1cccnc1)c1ccc(S(=O)(=O)N2CCCCCC2)cc1	-9	-0.1	-1	0	-17	·	-2	0.0
Cc1cn([C@H]2C[C@H](O)[C@@H](CCC(=O)NCCc3c[nH]c4ccccc34)O2)c(=O)[nH]c1=O	5	·	-4	-2	-6	-1	1	0.0
O=C(CCC(=O)N1CCOc2ccc(Cl)cc21)NCCCN1CCC(Cc2ccccc2)CC1	-1	-0.3	-9	5	13	-16	19	-0.2
COc1ccc(CC(=O)Oc2ccc(Cl)cc2Br)cc1S(=O)(=O)N1CCOCC1	9	4.3	-5	4	8	-6	-3	0.0
C[C@@H]1ON(C)[C@H]2C[C@H]3c4cc(N5CCN(C)CC5)ccc4CCN3C(=O)[C@@H]12	4	-0.1	0	·	-2	2	4	0.0
COc1ccc(OC)c(-n2nnnc2SCC(=O)N2CCN(C(=O)c3ccco3)CC2)c1	3	0.0	-6	-1	-10	·	·	0.3
